Scp1 inh: Scp-1 phosphatase inhibitors, primary screen, biochemical, colorimetric, uHTS | AID 493091, 2011 | inhibition, % at 20 µM | Recombinant Scp1, phosphopeptide, malachite green phosphate absorbance | Carboxy-terminal domain RNA polymerase II polypeptide A small phosphatase 1 (Homo … | actives 0.88% (n = 340,000);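 active = inhibition above about 50% at 20 µM, limit read from the data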;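 also: plate controls were DMSO wells with enzyme for no effect and wells lacking enzyme for full effect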
Target sequence (Q9GZU7 76-261 limits assumed): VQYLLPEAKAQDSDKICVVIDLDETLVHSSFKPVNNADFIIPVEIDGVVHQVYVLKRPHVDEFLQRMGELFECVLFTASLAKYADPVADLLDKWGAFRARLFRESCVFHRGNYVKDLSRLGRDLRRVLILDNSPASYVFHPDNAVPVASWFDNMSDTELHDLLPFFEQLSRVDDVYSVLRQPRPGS
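Test system: SCP-1 catalytic domain; Buffer or medium: Acidic Tris acetate buffer with magnesium and detergent; Also added: Phosphorylated 17-residue peptide substrate; Compound: single 20 µM dose, 1% DMSO; Schedule: enzyme reaction 45 min at room temperature, colour 5 min, stabilisation 30 min; Signal: Phosphate-binding colour reagent, absorbance read at 630 nm.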
MsrA inh: bovine MsrA enzyme inhibitors, primary screen, biochemical, absorbance, HTS. Methionine sulfoxide reductase A (Bos taurus). purified bovine MsrA, absorbance read-out. inhibition, % at 15.5 µM. actives 0.75% (n = 360,000); in the data active = inhibition above about 4.5%;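 also: 0% = vehicle wells with enzyme and 100% = reference inhibitor wells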
The depositor's hits bear a star; / = no result given. Not all compounds are listed, so the mix of outcomes need not match the whole.

1) CCS(=O)(=O)Nc1cccc(C(=O)O)c1
2) CN(C)c1ccc(-c2nn3c(-c4cccnc4)nnc3s2)cc1
3) COc1ccc(CS(=O)/C(Cl)=C(/Cl)C(=O)Nc2ccc(OC)nc2)cc1 (stereo not given)
4) CS(=O)(=O)c1ccc2nc(NC(=O)c3ccc(N4C(=O)CCC4=O)cc3)sc2c1
5) COc1ccc(C2=NN(c3ccc(C=O)cc3)C(c3ccccc3)C2)cc1 (stereo not given)
6) Cn1c(=O)c2c(SCC(=O)NCCc3ccccc3)nc(C3CC3)nc2n(C)c1=O
entry no. | 1 | 2 | 3 | 4 | 5 | 6
MsrA inh | / | / | / | / | / | /
Scp1 inh | -10.6 | 0.0 | -0.5 | 3.5 | -9.0 | -13.9

7) C/C=C\C(=O)Nc1cccc(C2=NOC3(C2)C[C@H](C(N)=O)N(C(=O)[C@H]2CCC(=O)N2)C3)c1 (stereo not given in full)
8) O=C(O)c1ccc2c3c(ncnc13)-c1ccccc1C2=O
9) COC(=O)c1ccccc1NC(=O)Cn1cnc2c(cnn2-c2ccc(C)c(C)c2)c1=O
10) C#CCOCCOCCOCCNc1nc(N2CCN(C(=O)C(Cc3cc4ccccc4[nH]3)n3cc(C(N)Cc4ccc(O)cc4)nn3)CC2)nc(N2CCN(C(=O)C(Cc3cc4ccccc4[nH]3)n3cc(C(N)Cc4ccc(O)cc4)nn3)CC2)n1 (stereo not given)
11) Fc1ccc2[nH]c3c(N4CCN(Cc5ccc6c(c5)OCO6)CC4)ncnc3c2c1
12) OC(c1nc2ccccc2[nH]1)C(O)C(O)C(O)c1nc2ccccc2[nH]1 (stereo not given)
entry no. | 7 | 8 | 9 | 10 | 11 | 12
MsrA inh | / | / | / | / | / | /
Scp1 inh | -5.2 | 15.9 | 1.0 | 27.3 | 1.0 | -10.8

13) Cc1cc(NC(=O)CSc2nc(C3CC3)nc3sc4c(c23)CCC(C)C4)no1 (stereo not given)
14) COc1ccc(-c2ccccc2)c2oc(-c3ccco3)cc(=O)c12
15) O=C1c2ccccc2C(=O)N1Cc1nc2ccccc2c(=O)n1Cc1ccco1
16) CC(C)(C)OC(=O)N[C@@H](Cc1ccccc1)c1nnc(S(=O)(=O)Cc2cccc(F)c2)o1
17) C#CCOCCOCCOCCNc1nc(N2CCN(C(=O)[C@H](CCC(=O)O)n3cc(C(N)CC(C)C)nn3)CC2)nc(N2CCN(C(=O)[C@H](Cc3cc4ccccc4[nH]3)n3cc(C(N)[C@H](C)CC)nn3)CC2)n1 (stereo not given in full)
18) CC(=O)NC(CC(C)C)C(=O)NC(Cc1ccccc1)C(N)=O (stereo not given)
entry no. | 13 | 14 | 15 | 16 | 17 | 18
MsrA inh | / | / | / | / | / | /
Scp1 inh | -3.7 | 3.5 | -2.0 | 5.5 | 8.1 | -3.5

Entries above containing an aryl thioether with sulfur outside any ring (2):
6) Cn1c(=O)c2c(SCC(=O)NCCc3ccccc3)nc(C3CC3)nc2n(C)c1=O
13) Cc1cc(NC(=O)CSc2nc(C3CC3)nc3sc4c(c23)CCC(C)C4)no1 (stereo not given)
entry no. | 6 | 13
MsrA inh | / | /
Scp1 inh | -13.9 | -3.7

The results go on:
19) O=C1CNC(=O)N1Cc1ccc(Br)cc1
20) COc1ccc(C2c3c(oc4ccccc4c3=O)C(=O)N2CCCN2CCOCC2)cc1 (stereo not given)
21) COc1cc(NC(=O)CSCC(=O)Nc2cc(OC)cc(OC)c2)cc(OC)c1
22) Cc1ccc(C(=O)C2=C(O)C(=O)N(c3ncccn3)C2c2ccc(Br)cc2)o1 (stereo not given)
23) CCOc1ccc(/C=C2\SC(=O)N(c3ccc(O)cc3)C2=O)cc1OC
24) C/C(=N\O)c1ccc(Cl)c(Cl)c1
entry no. | 19 | 20 | 21 | 22 | 23 | 24
MsrA inh | / | / | / | / | / | /
Scp1 inh | -3.6 | -11.2 | -0.8 | -16.9 | -2.0 | -5.1

Compound profiles (already shown). Screens in order: MsrA inh, Scp1 inh
Profile of CCOc1ccc(/C=C2\SC(=O)N(c3ccc(O)cc3)C2=O)cc1OC : /, -2.0
Profile of O=C1CNC(=O)N1Cc1ccc(Br)cc1 : /, -3.6
Profile of COc1ccc(C2c3c(oc4ccccc4c3=O)C(=O)N2CCCN2CCOCC2)cc1 (stereo not given) : /, -11.2

Going on with the list:
25) Cc1ccc(C(=O)NCCc2ccccn2)cc1S(=O)(=O)N1CCOCC1
26) NC(C(=O)O)C(c1ccccc1)C(F)F (stereo not given)
27) S=c1[nH]nc(-c2cccc(Cl)c2)n1/N=C/c1ccco1
28) c1ccc(-n2cccc2CNC2CCCCC2)cc1
29) O=C(Cc1cn2ccsc2n1)OCc1nc2ccccc2s1
30) CC(=O)Cc1nsc(NC(=O)c2ccc(-c3ccc(Cl)c(C(F)(F)F)c3)o2)n1
entry no. | 25 | 26 | 27 | 28 | 29 | 30
MsrA inh | / | / | / | / | / | /
Scp1 inh | -2.0 | -7.4 | 13.5 | -2.6 | -4.2 | -7.2

31) COc1cc(/C=N/NC(=O)c2ccc3nc[nH]c3c2)cc(OC)c1OC
32) O=C(Cn1nnc(-c2ccc(N3CCOCC3)cc2)n1)N1CCOCC1
33) CCOC(=O)C1=C(C)NC(SCC(=O)O)=NC1c1ccccc1 (stereo not given)
34) O=C1CN2Cc3c(ccc(Cl)c3Cl)N=C2N1
35) Cc1ccc(-n2c(C)cc(/C=C3/SC(=O)N(CC(=O)N4CCOCC4)C3=O)c2C)nc1
36) Oc1c(Br)cc(/C=N/Nc2nncc3ccccc23)cc1Br
entry no. | 31 | 32 | 33 | 34 | 35 | 36
MsrA inh | / | / | / | / | / | /
Scp1 inh | -6.9 | 0.9 | 30.7 | -6.3 | -7.2 | 46.7

37) C#CCOCCOCCOCCNc1nc(N2CCN(C(=O)[C@H](Cc3cc4ccccc4[nH]3)n3cc([C@@H](N)Cc4ccc(O)cc4)nn3)CC2)nc(N2CCN(C(=O)[C@H](Cc3cc4ccccc4[nH]3)n3cc([C@@H](N)CC(C)C)nn3)CC2)n1
38) NC(=S)N/N=C/c1ccc(C23CC4CC(CC(C4)C2)C3)cc1
39) Cn1c(=O)c2c(nc(Oc3ccc4c(c3)OCO4)n2Cc2ccc(Br)cc2)n(C)c1=O
40) O=C1c2nc3cc(-c4ccccc4)[nH]n3c(=O)c2CN1Cc1ccccc1
41) Cc1cc(C)nc(-n2nc(C)cc2NC(=O)c2ccc(S(=O)(=O)N3CCOCC3)cc2)n1
42) Cn1c(=O)c2c(-c3ccc(OC(F)F)cc3)cc(-c3ccccc3)nc2n(C)c1=O
entry no. | 37 | 38 | 39 | 40 | 41 | 42
MsrA inh | / | / | / | / | / | /
Scp1 inh | 27.3 | 3.0 | -2.0 | 28.3 | -1.7 | 4.5

43) O=C1c2cccc(O)c2C(=O)c2c(O)cc(CO)cc21
44) C(=C\c1ccccc1)/C=N/Nc1ccc2nncn2n1
45) CCC(C)[C@@H](N)C(=O)N/N=C/c1cccc2nccnc12 (stereo not given in full)
46) CC(C)(C)NS(=O)(=O)c1cccc2nsnc12
47) COC(=O)C1=C(C)N(Cc2ccccc2)C(=NCC(C)C)N[C@H]1c1ccccc1
48) COc1cc2c(=O)n(Cc3ccco3)c(=O)n(CC(=O)c3cccc(Br)c3)c2cc1OC
entry no. | 43 | 44 | 45 | 46 | 47 | 48
MsrA inh | / | / | / | / | / | /
Scp1 inh | 9.5 | -22.6 | -8.9 | -4.8 | 30.5 | -9.5

49) CC1(C)C2CC[C@]3(C)C(CC=C4[C@@H]5C[C@@](C)(CO)[C@@H]6C[C@@]5(CC[C@]43C)C(=O)O6)[C@@]2(C)CC[C@@H]1O (stereo not given in full)
50) CCOC(=O)c1cnc(Nc2nc3ccccc3o2)nc1CSc1ncccn1
51) CC1(C)COCN1S(=O)(=O)c1ccc(C(=O)Nc2nnc(-c3ccc(Cl)s3)o2)cc1
52) CC1CN(C(=O)c2ccncc2)CC(C)O1 (stereo not given)
53) O=C(c1ccc(Cl)nc1)c1cccs1
54) Cc1sc2nc(CN(CCc3ccccc3)C(=O)c3ccco3)[nH]c(=O)c2c1C
entry no. | 49 | 50 | 51 | 52 | 53 | 54
MsrA inh | / | / | / | / | / | /
Scp1 inh | -4.3 | 3.6 | -4.9 | 2.2 | -5.1 | -3.3

55) CCN1C(=NCc2ccc(OC)cc2)N[C@@H](CCc2ccccc2)[C@H](C(=O)NCc2ccc(OC)cc2)[C@H]1C
56) COc1ccc2[nH]c(C(=O)NCCN3CCCCC3)cc2c1
57) Cc1ccc(NC(=O)COc2ccc(C(=O)NCCc3ccccc3)cc2)cc1
58) Cc1ccc(-n2c(C)cc(/C=c3/sc4nc5ccccc5n4c3=O)c2C)cc1
59) C#CCOCCOCCOCCNc1nc(N2CCN(C(=O)[C@H]([C@@H](C)CC)n3cc([C@@H](N)CC(C)C)nn3)CC2)nc(N2CCN(C(=O)[C@H](CCCCN)n3cc([C@@H](N)CC(C)C)nn3)CC2)n1
60) CSc1c(C#N)c(N)nc2sc(C(=O)c3ccc(Cl)c(Cl)c3)c(N)c12
entry no. | 55 | 56 | 57 | 58 | 59 | 60
MsrA inh | / | / | / | / | / | /
Scp1 inh | 2.9 | -6.9 | -3.8 | -3.3 | 4.1 | -7.2

61) CCOC(=O)c1sc(NCCNc2nc(C)c(C(=O)OCC)s2)nc1C
62) S=C(Nc1ccccc1)N1CCC(C2CCN(C(=S)Nc3ccccc3)CC2)CC1
63) NC(=O)CN1CCOCCN(CC(N)=O)CCOCC1
64) CCc1ccc2nc(NC(=O)c3ccc4c(=O)[nH]c(CN5CCOCC5)nc4c3)sc2c1
65) CC(=O)Nc1cccc(-c2csc(Nc3ncccn3)n2)c1
66) COc1ccc(N2C(=O)c3[nH]nc(-c4ccccc4)c3C2c2cccc(C(F)(F)F)c2)cc1 (stereo not given)
entry no. | 61 | 62 | 63 | 64 | 65 | 66
MsrA inh | / | / | / | / | 0.0 | 0.7
Scp1 inh | -8.9 | 2.7 | -7.7 | 2.8 | / | /

67) O=C(O)c1cccc(C(=O)O)c1S(=O)Cc1ccccc1 (stereo not given)
68) CCn1c2c(n(C(C)=O)c1=O)C[C@@H](c1ccccc1)[C@@H](C)[C@@H](C(=O)N1CCCC1)C2
69) COc1ccc(C(C)(C)C)cc1NC(=O)OC[C@@H]1CSCCS(=O)(=O)N1
70) Cc1nc(SCC(=O)Nc2ccccc2C(F)(F)F)c(C#N)c(C)c1CC(=O)c1ccc(Br)cc1
71) O=C(Cn1c(=S)[nH]c2ncccc2c1=O)NCCc1ccccc1
72) CCOC(=O)Nc1cc(=O)c([N+](=O)[O-])c(N)[nH]1
entry no. | 67 | 68 | 69 | 70 | 71 | 72
MsrA inh | -0.3 | -0.2 | -0.1 | -1.0 | 1.7 | 2.3
Scp1 inh | / | / | / | / | / | /

Retrieved by structure from the entries so far, 3 records:
70) Cc1nc(SCC(=O)Nc2ccccc2C(F)(F)F)c(C#N)c(C)c1CC(=O)c1ccc(Br)cc1
71) O=C(Cn1c(=S)[nH]c2ncccc2c1=O)NCCc1ccccc1
68) CCn1c2c(n(C(C)=O)c1=O)C[C@@H](c1ccccc1)[C@@H](C)[C@@H](C(=O)N1CCCC1)C2
entry no. | 70 | 71 | 68
MsrA inh | -1.0 | 1.7 | -0.2
Scp1 inh | / | / | /

More compounds
73) COC(=O)[C@H](CC(C)C)NS(=O)(=O)c1c(F)cccc1F
74) CC(C)[C@H](NC(=O)c1ccc(Cl)c(Cl)c1)C(=O)N1CCC[C@H]1C(=O)NCCc1ccccc1Cl
75) Cc1cc(Oc2cccnc2)ccc1NC(=O)Cc1cn(C)c2ccccc12
76) C[C@H](O)[C@@H]1C(=O)N2CCc3c([nH]c4cccc(-c5ccccc5)c34)[C@@H]2C[C@@H]1N(C)C(=O)NC1CCCCC1
77) Cc1cc(N2CCN(C(=O)OC(C)(C)C)C[C@@H]2C)ccc1N1CCN(Cc2ccccc2)[C@H](C)C1
78) C[C@H](CO)N1C[C@H](C)[C@@H](CN(C)C(=O)Nc2cccc(C(F)(F)F)c2)OCc2cn(nn2)CCCC1=O
entry no. | 73 | 74 | 75 | 76 | 77 | 78
MsrA inh | 1.4 | -0.2 | 0.1 | 2.2 | 0.2 | -0.1
Scp1 inh | / | / | / | / | / | /

79) COC(=O)C1=C(C)N(Cc2ccc(C(F)(F)F)cc2)C(=NCc2ccc(C(F)(F)F)cc2)NC1c1ccc(F)cc1 (stereo not given)
80) COC(=O)[C@]12C[C@H](CC(=O)NCc3ccccc3)C(=O)N(CCC3=CCCCC3)C1=C[C@H](COCc1ccccc1)O[C@@H]2C
81) COc1ccc(CNC(=O)c2ccc(Br)cc2)cc1
82) NC(=O)Cn1nc2sc3ccccc3n2c(=O)c1=O
83) COc1ccc2c(c1)[C@@]1(OCCC=C[C@H]1C)C(=O)N2Cc1ccc(F)cc1
84) CC(C)[C@H](NC(=O)C1CC1)C(=O)N1CCC[C@H]1C(=O)NCCc1ccccc1Cl
85) Cc1[nH]c2ccccc2c1CC(=O)Nc1ccc(Nc2cccnc2)c(-c2cc(F)cc(F)c2)c1
86) COc1ccc(CNS(=O)(=O)c2cc(Br)ccc2Br)c(OC)c1
entry no. | 79 | 80 | 81 | 82 | 83 | 84 | 85 | 86
MsrA inh | -1.8 | 0.8 | -0.1 | -0.3 | 3.1 | -0.1 | 1.7 | -0.1
Scp1 inh | / | / | / | / | / | / | / | /

From PubChem BioAssay
